# HepG2 viability – qHTS for Inhibitors of TGF-b: Cytotox Counterscreen. HepG2 CAGA-GFP viability, ATP luminescence, 18 h. Potency, µM (doses to about 46.1 µM), inactives show top-dose activity change, negative = cytotoxicity, hits mostly cytotoxic. hit rate 0.76% among 410,000; also: potency is read from the fitted curve at half-maximal effect; some results filed as inactive show a strong effect at the top dose
#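 HepG2 CAGA-GFP cells (1000/well, DMEM with 1% FBS) received compound, then TGF-beta at 500 pg/mL final, and were incubated 18 hours at 37 degrees C. Viability was read by CellTiter-Glo luminescence. Media-only wells were set as complete cell-killing and DMSO as no toxicity.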
# Nrf2 inh – Nrf2 qHTS screen for inhibitors | A549 ARE-Fluc reporter, luciferase luminescence, 18-24 h | Potency, µM (highest dose often 46 µM), without a hit: at the top dose activity change, negative = inhibition, most hits filed as inhibitors | hit rate 2.1% among 360,000; also: potency is read from the fitted curve at half-maximal effect; % is scaled to controls: 0 for no effect and ±100 for the full control effect; nearly all actives have a fitted effect of over 60% in size
#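 A549 ARE_Fluc cells, 5000/well, 5% FBS OPTI-MEM; compounds in dose-response, 18-24 h at 37 °C/5% CO2; CellTiter-Fluor viability read (Ex 405/Em 525), then BugLite luciferase luminescence = Nrf2 activity.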
# Akt phos inh – HTS Assay for Inhibitors of Akt Phophorylation: Primary Screen; AID 651550, 2012; Neuro2A IGF-stimulated pAkt S473 HTRF, 20 min; hits give low values; activity change, % for hits at 50 µM; hit rate 0.32% among 360,000; in the data active = activity change below about -80%; inconclusive = mostly about -51% to -80%; also: % is scaled to controls: 0 for no effect and ±100 for the full control effect
#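 Neuro2A cells (4,500/well, DMEM with 0.5% FBS) were treated with compound at a single 50 µM final concentration, stimulated with 6 nM IGF for 20 min at 37 °C, and lysed. Phospho-Akt Ser473 was read by HTRF as 665/615 ratio ×10^4.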
# Nrf2 ARE act – qHTS of Nrf2 Activators. Potency, µM (highest dose often 46.1 µM), for inactives: at the top dose activation, most hits filed as activators. hit rate 0.31% among 410,000. AREc32 ARE-luciferase reporter (MCF7-derived line), luminescence, 24 h; also: potency is read from the fitted curve at half-maximal effect; % of control where 0% means no effect; nearly all actives have a fitted effect of over 65% in size
#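 ARE-driven firefly luciferase activity in AREc32 cells measured after a 24 hr compound exposure at 37 deg C, using Steady-Glo reagent and a 30 min room-temperature hold.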
# MmCpn inh – Inhibitors of TCP-1 ring complex (TRiC) of Methanococcus maripaludis (MmCpn): qHTS. Chaperonin Mm-Cpn (Methanococcus maripaludis). purified Mm-Cpn ATPase, ADP Transcreener TR-FRET. hit rate 0.031% among 330,000. Potency, µM (top dose mostly 76.9 µM), for inactives: top-dose activity, negative = inhibition, usual class: inhibitors; also: potency is read from the fitted curve at half-maximal effect; % is scaled to controls: 0 for no effect and ±100 for the full control effect; nearly all actives have a fitted effect of over 80% in size
#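 Quantitative HTS used 25 nM Mm-CPN and 10 uM ATP in magnesium/KCl Tris buffer, pH 7.4, with 1 mM DTT. Hydrolysis ran 30 min at 37°C; ADP was read by HTRF.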
# A549 tox – Nrf2 qHTS screen for inhibitors: counterscreen for cytotoxicity; A549 ARE-Fluc cells, CellTiter-Fluor viability, 18-24 h; Potency, µM (titrated, usually from 46 µM), for the others: at the top dose activity change, negative = cytotoxicity, usual class: inhibitors; hit rate 0.16% among 390,000; also: potency is read from the fitted curve at half-maximal effect; % is scaled to controls: 0 for no effect and ±100 for the full control effect
#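 Cytotoxicity counterscreen: CellTiter-Fluor fluorescence was measured in A549 ARE_Fluc cells after 18-24 h of compound exposure in a concentration series. The subsequent BugLite luminescent read reports ARE-luciferase activity.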
# CCT modulator – High-Throughput Screening for Modulators of Cytosolic Chaperonin Activity | purified chaperonin ATPase assay, HTRF ADP detection, 30 min | activity change, % (test concentration not listed), hits read low | hit rate 0.3% among 360,000; in the data active = activity change below about -30%; also: % is scaled to controls: 0 for no effect and ±100 for the full control effect
#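 ATPase activity: ADP formed was measured by HTRF Transcreener (665/615 nm ratio) after 30 min at 37 deg C with 10 uM ATP. Compounds screened at one 76 uM concentration against 40 or 20 nM TRiC in Tris pH 7.4/KCl/MgCl2/DTT buffer.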
# TGFb SMAD3 inh – qHTS for Inhibitors of TGF-b; HepG2 CAGA-GFP TGF-b/SMAD3 reporter, GFP fluorescence, 18 h; TGF-beta stimulated, 500 pg/mL final; Potency, µM (highest dose often 46.1 µM), inactives show at the top dose activity, negative = inhibition, hits mostly inhibitors; AID 588855, 2011; hit rate 1.2% among 410,000; also: potency is read from the fitted curve at half-maximal effect; % is scaled to controls: 0 for no effect and ±100 for the full control effect; nearly all actives have a fitted effect of over 65% in size
#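 Read-out: total well GFP (ex488/em500-530) summed from mean per-cell fluorescence. Cells: HEPG2 CAGA-GFP, 1% FBS DMEM, 18 h at 37 degrees C with 500 pg/mL final TGF-beta. Unstimulated wells served as the full-inhibition control; stimulated DMSO wells = 0%.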
# Abeta rescue – qHTS for compounds that reverse cellular toxicity of Amyloid beta (A-beta) peptide in yeast: Primary Screen. yeast expressing A-beta42, growth rescue, OD600, 48 h; response scale: 0% DMSO, 100% iron-clioquinol control. Potency, µM (titrated, usually from 46.1 µM), without a hit: top-dose growth rescue, hits mostly activators. hit rate 0.063% among 410,000. AID 1347071, 2019; also: potency is read from the fitted curve at half-maximal effect; nearly all actives have a fitted effect of over 55% in size
#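 Yeast A-beta toxicity model in growth medium with pinned compounds, 48 h at 30 C; growth read as absorbance at 600 nm. Normalized to FeCl3/clioquinol equimolar mix (positive) and DMSO (negative).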
# * = called active by the depositor; i = inactive; ? = inconclusive; . = not tested or not shown; [ ] = dose if it differs, or a comment. Unless noted, calls follow the shape of the dose curve; as a rule, active = well fitted curve in the direction sought with a large enough effect; inconclusive = small, poorly fitted or top-dose-only effect, or another doubt; inactive = no such curve, though single readings can be large; an effect the other way counts as inactive or inconclusive.
# Below each compound – HepG2 viability, Nrf2 inh, Akt phos inh, Nrf2 ARE act, MmCpn inh, A549 tox, CCT modulator, TGFb SMAD3 inh, Abeta rescue
> CCCCCn1c(=O)c(C(=O)NCc2ccccc2)c(O)c2ccccc21
 : -19.4%, -27.6%, i, 0.0%, 0.9%, 1.5%, 0.5, -10.1%, -21.8%
> Oc1ccc(/C=N/NP(=S)(c2ccccc2)c2ccccc2)c(O)c1O
 : -37.2%, 2.5%, ., 0.4%, -0.5%, -6.5%, 3.0, -6.4%, 12.1%
> Clc1cccc(N2Cc3cc(N4CCOCC4)ccc3-n3nncc3C2)c1
 : -14.1%, ., i, 4.9%, ., ., 0.6, ?, 8.6%
> COc1ccc(CC2C(=O)NC(C)C(=O)N(C)C3C(=O)N(C)C(Cc4ccc(O)c(c4)Oc4ccc(cc4)C3O)C(=O)NC(C)C(=O)NC(C)C(=O)N2C)cc1 (configuration not stated)
 : -19.9%, 1.3µM*, i, -1.7%, ., ?, -3.1, -116.2%, -15.6%
> O=c1c2ccccc2nc(/C=C/c2ccccc2O)n1-c1ccc(Br)cc1
 : -40.8%, 13.5%, ., ?, ., 2.3%, ., -28.8%, -19.0%
> CCCC(=O)Nc1cc(C(=O)N2CCC3(CC2)OCCO3)ccc1S(=O)(=O)c1ccc(C)cc1
 : 41.1%, ., ., -0.5%, 1.7%, -1.3%, -5.4, -10.2%, -3.4%
> CN(CC1COc2ccccc2O1)c1nc(-c2cccnc2)nc2ccccc12 (configuration not stated)
 : 5.01µM*, ?, i, 4.6%, -3.2%, ?, 1.1, ?, -18.6%
> CCOP(=O)(C#CC(C)(C)C)C1(O)CCCCC1 (configuration not stated)
 : 11.3%, 12.6%, i, -0.7%, 1.9%, 2.3%, -0.4, 27.1%, 11.3%
> CCCCC(=O)N/N=C/c1c(O)n(C2CC2)c(=S)[nH]c1=O
 : 12.6%, 2.8%, i, -0.7%, 1.2%, -6.0%, -2.1, 0.1%, 8.1%
> COc1ccc(NC2CC(=O)N(C(C)C)C2=O)cc1 (configuration not stated)
 : 5.5%, ?, ., -0.4%, -1.1%, -10.0%, 0.1, -12.8%, 17.9%
> CN1C2CCC1CC(=NO)C2
 : 1.9%, 0.5%, i, -0.7%, -0.8%, -5.0%, -1.3, 9.2%, 7.1%
> CSc1ccc(C(=O)C2CCCN(Cc3cccnc3)C2)cc1 (configuration not stated)
 : 7.8%, ?, i, 2.1%, 0.1%, -1.8%, 0.9, 0.7%, 4.6%
> O=C1NC(=O)N(Cc2cccs2)C(=O)/C1=C/c1ccc(N2CCOCC2)cc1
 : -12.1%, 6.0%, i, -0.1%, -2.1%, 0.3%, -5.9, 6.3%, 8.5%
> O=C1OCCC1NC1=NCCC1 (configuration not stated)
 : -8.4%, 12.2%, i, -0.2%, 3.0%, -7.8%, -0.3, -5.7%, -5.0%
> COc1ccc(CN2CC=C(c3ccc(F)cc3)CC2)cc1Br
 : -37.8%, -14.9%, i, 0.9%, 0.4%, 2.4%, -1.7, ?, 1.1%
> CCOP(=S)(OCC)SCC(=O)NC(C)(CC)C(=O)O (configuration not stated)
 : -2.2%, -2.2%, i, -0.4%, -0.1%, -1.3%, -2.4, -17.5%, -7.0%
> CCCCCn1c(=O)c(C(=O)NCc2ccco2)c(O)c2ccccc21
 : 4.2%, ?, i, 11.5%, -6.2%, -9.3%, 1.2, 47.7%[activator], 4.1%
> CC(C)N1CCN(Cc2cc3c(cc2Cl)OCO3)CC1CCO (configuration not stated)
 : 1.3%, 9.0%, i, 0.5%, -1.8%, 0.6%, -1.1, 4.1%, 2.7%
> COc1ccc(-n2c(O)c(/C=C3\C=Nc4ccc(Br)cc43)c(=O)[nH]c2=O)cc1
 : 2.5%, 16.4%, i, 0.1%, -6.1%, 9.7%, -3.2, -1.1%, -17.1%
> COc1cc(CN2C(=O)NC(=O)C3(Cc4cc(C)ccc4N(C)C3)C2=O)cc(OC)c1 (configuration not stated)
 : -2.6%, 13.8%, i, -0.2%, -2.5%, -11.1%, -0.2, 4.1%, -4.0%
> COc1cccc(CCNCc2c(F)cccc2F)c1
 : -14.4%, -10.0%, i, -0.5%, -0.3%, 4.9%, -1.4, -18.8%, -15.7%
> CCC1(C2=NCCN2)Cc2ccccc2O1 (configuration not stated)
 : -2.1%, -3.5%, i, -0.2%, -1.5%, 7.4%, -1.3, -8.5%, -4.2%
> c1ccc(NC2=NCCS2)cc1
 : -22.4%, -8.3%, i, -0.1%, -4.7%, -1.5%, -2.2, 2.6%, 10.2%
> Cc1ccc(-n2sc3ccccc3c2=O)cc1
 : -104.1%, 14.5%, i, ?, 0.2%, 3.3%, -5.1, ?, -94.1%[inhibitor]
> CCc1cc2c(N3CCN(C)CC3)ncnc2s1
 : 2.8%, 3.8%, i, 0.5%, 1.3%, -3.1%, -2.2, 17.7%, 11.4%
> Cn1c(CN2CCN(C(=O)COc3ccccc3)CC2)nc2cc([N+](=O)[O-])ccc21
 : -25.0%, ?, i, 11.2%, 1.4%, 5.5%, 0.5, ?, 8.5%
> CSc1ccccc1C(=O)C1CCCN(Cc2ccncc2)C1 (configuration not stated)
 : -15.6%, 7.9%, i, 3.3%, 1.8%, 12.4%, -0.5, -6.9%, -13.5%
> CCOP(=O)(Cc1ccccc1)OCC
 : 5.9%, -6.5%, i, 0.3%, 0.6%, -4.2%, 0.6, -0.9%, 2.8%
> COc1cc2[nH]c(=S)n(-c3ccccc3)c(=O)c2cc1OC
 : 1.7%, ?, i, -0.4%, 0.5%, -16.5%, -3.5, -9.1%, 7.0%
> COc1cccc(NC(=O)C2CCN(c3nnc(C)c4c(C)n(-c5ccccc5)nc34)CC2)c1
 : -37.6%, ., ., 0.2%, ., -19.0%, ., ?, -17.4%
> CCN(CC)CCC(=O)O[C@H]1CC[C@]2(C)C3CC[C@@]4(C)C(CC[C@]4(C)O)C3CC[C@H]2C1 (some centres not stated)
 : -12.3%, -26.8%, i, 1.2%, -1.2%, 0.9%, 1.1, -2.7%, 10.0%
> CCCN1CC[C@@H]2c3cc(O)ccc3CC[C@@H]21
 : -64.6%, 3.4%, i, -0.5%, 0.8%, -2.1%, -0.2, -15.1%, -14.5%
> CN1CCC2(CC1)CC(NC=O)c1ccccc1O2 (configuration not stated)
 : -12.0%, 6.6%, i, 2.4%, 0.9%, 2.9%, -1.3, -9.8%, -8.6%
> COC(=O)C1=C(c2ccc(OCc3ccccc3)cc2)C[C@@H]2CC[C@H]1N2C(=O)NCc1ccc(OC)cc1
 : -21.2%, ., i, 2.4%, ., ., -1.3, -25.7%, 0.4%
> OC(c1ccc(F)cc1)(c1ccc(F)cc1)[C@@H]1CCCN1
 : -24.1%, -1.6%, ., -0.3%, -1.4%, -2.8%, -0.4, 19.5%, 25.2%
> CN(C)P(=NC(=S)c1cccn1C)(N(C)C)N(C)C
 : -25.0%, 4.7%, ., -0.8%, ., -11.2%, 0.7, 1.9%, -0.9%
> O=C1NC(=S)NC(=O)C1C/C=C/c1ccccc1
 : 0.2%, 1.6%, i, -0.1%, -1.1%, -5.7%, -1.8, 26.6%, 19.1%
> COc1ccc(NC(=S)N2Cc3ccccc3-n3nncc3C2)c(OC)c1
 : -13.7%, ., i, 1.8%, ., ., 0.2, 7.9%, -6.3%
> O=c1c2ccccc2nc(-c2ccc(-c3ccccc3)cc2)n1-c1ccncc1
 : -31.7%, 12.2%, i, 9.6%, 0.7%, -2.5%, -0.4, ?, -21.7%
> COCCN1C(=O)NC(=O)/C(=C\c2ccc(Br)cc2)C1=O
 : 17.9%, 2.7%, i, 0.0%, 0.5%, -8.3%, 0.6, -5.8%, -8.5%
> CC1CCC2[C@@H](C)C(=O)OC3O[C@]4(C)CCC1C32OO4 (some centres not stated)
 : -3.7%, -9.6%, i, -0.1%, ., 3.1%, -1.8, -1.5%, -33.4%[inhibitor]
> CCN(CC)C(=O)c1ccc(NC(=O)c2ccc3c(c2)NC(=O)CS3)cc1
 : 20.5%, -8.7%, i, 0.2%, 2.2%, -8.0%, -1.3, 1.5%, 0.0%
> COc1ccc(-c2ccc3n2Cc2cnnn2-c2ccccc2-3)cc1
 : 2.2%, ?, i, 6.9%, ., 8.3%, -0.9, -24.9%, -51.0%[inhibitor]
> CCc1ccccc1N1C(=O)CC(=O)NC1=O
 : 11.2%, 7.9%, i, -0.4%, 0.1%, 4.7%, -5.7, 18.3%, 18.1%
> CCOC(=O)c1cnc(N2CC2)nc1N
 : -3.1%, 2.6%, i, 0.3%, ., -20.9%, -1.6, -8.3%, -0.3%
> CC(=O)c1ccc2c(c1)OCO2
 : -1.5%, -1.6%, i, -1.3%, 2.2%, 7.1%, 1.0, 16.1%, 0.0%
> COc1ccc2c(C)c(CC(=O)N3C[C@H]4C[C@@H](C3)c3cccc(=O)n3C4)c(=O)oc2c1C
 : -6.8%, 1.8%, i, -0.1%, -5.4%, -5.6%, -1.2, -0.6%, -16.5%
> O=C1NC(=O)C(C2CCOC2=O)N1 (configuration not stated)
 : -0.1%, ., i, -0.1%, ., ., -23.4, 11.1%, -9.1%

# Assay outcomes deposited in PubChem BioAssay by National Center for Advancing Translational Sciences (NCATS).

# The list is partial. The share of hits here may be higher or lower than overall.
